Epigenetic reg: epigenetic control regulation, reporter derepression | murine LDR cells, GFP reporter derepression, 30 h | Potency, µM (titrated, usually from 53.9 µM), for inactives: top-dose GFP activation, usual class: activators | 0.2% of 280,000 active | AID 1865; also: potency is read from the fitted curve at half-maximal effect; % of control where 0% means no effect; nearly all actives have a fitted effect of over 60% in size
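Readout is the number of GFP-expressing murine LDR cells, counted by cytometry following washing. Cells were treated with compound for 30 h at 37 C; the stably integrated CMV-GFP locus is normally silent.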
Luc counter: Kinase-Glo luciferase inhibition (counter-screen); Q27757; Kinase-Glo luciferase, ATP luminescence, 8 min; Potency, µM (titrated, usually from 38.3 µM), without a hit: at the top dose activity change, negative = inhibition, actives largely listed as inhibitors; 0.28% of 200,000 active; AID 1379; also: potency is read from the fitted curve at half-maximal effect; % is scaled to controls: 0 for no effect and ±100 for the full control effect; nearly all actives have a fitted effect of over 60% in size
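Compound is pinned into ATP-containing buffer (10 uM ATP, imidazole pH 7.2, 7 mM MgCl2). Kinase-Glo luciferase reagent is then added. Light output is recorded following an 8-min room-temperature incubation.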
HttQ103 aggreg: inhibitors of mutant huntingtin aggregate formation in PC12 cells | PC12 HttQ103-GFP aggregates, Acumen cytometry, 40 h | Potency, µM (doses to about 46.1 µM), for the others: at the top dose activity change, negative = inhibition, most hits filed as inhibitors | 1.1% of 220,000 active; also: potency is read from the fitted curve at half-maximal effect; % is scaled to controls: 0 for no effect and ±100 for the full control effect; nearly all actives have a fitted effect of over 60% in size
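Quantitative HTS on tebufenozide-induced (100 nM) PC12 cells stably expressing polyQ103 Huntingtin exon 1–GFP. Reduction of bright GFP aggregates, detected by laser scanning cytometry after lysis, identified actives across the titration.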
IMPase Li inh: membrane-permeable IMPase blocker, potentiated with lithium; CHO-M1 cells, IP1 TR-FRET (IP-One), carbachol + lithium; Potency, µM (top dose mostly 59.4 µM), without a hit: top-dose activity, negative = IMPase inhibition, hits mostly inhibitors; 0.35% of 210,000 active; AID 1457;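 also: IP1 builds up when IMPase is blocked and the TR-FRET signal falls; potency is read from the fitted curve at half-maximal effect; plate controls were basal vehicle for no effect and high inhibitor control for full effect; nearly all actives have a fitted effect of over 50% in size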
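Readout is a homogeneous TR-FRET IP1 immunoassay (Ex 320, Em 665 and 620), where raised cytosolic IP1 lowers signal. Cells were CHO-M1 treated 30 min at 37C with test compounds plus a little lithium; AC50 values came from Hill-equation fitting.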
CBFb-RUNX1 inh: inhibitors of human CBF-beta and RUNX1 interaction; AlphaScreen CBFb-His/RUNX1-biotin binding, biochemical; Potency, µM (titrated, usually from 59.8 µM), without a hit: at the highest dose activity, negative = inhibition, hits mostly inhibitors; 230,000 tested, under 10 active; AID 1477; also: % of control where 0% means no effect
Target sequence (Q01196 whole entry, looked up): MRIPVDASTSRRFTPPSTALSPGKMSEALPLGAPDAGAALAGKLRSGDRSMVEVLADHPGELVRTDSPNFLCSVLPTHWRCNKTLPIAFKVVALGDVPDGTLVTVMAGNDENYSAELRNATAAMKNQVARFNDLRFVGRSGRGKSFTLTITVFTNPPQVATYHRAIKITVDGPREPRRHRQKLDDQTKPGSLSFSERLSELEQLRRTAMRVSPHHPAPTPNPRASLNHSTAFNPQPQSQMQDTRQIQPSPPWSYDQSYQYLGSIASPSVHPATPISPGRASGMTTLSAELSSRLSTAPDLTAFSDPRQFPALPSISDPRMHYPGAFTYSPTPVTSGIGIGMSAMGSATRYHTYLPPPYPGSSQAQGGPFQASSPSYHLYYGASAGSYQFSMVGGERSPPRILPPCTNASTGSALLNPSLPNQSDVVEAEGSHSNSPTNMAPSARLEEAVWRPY
Target sequence (Q13951 whole entry, looked up): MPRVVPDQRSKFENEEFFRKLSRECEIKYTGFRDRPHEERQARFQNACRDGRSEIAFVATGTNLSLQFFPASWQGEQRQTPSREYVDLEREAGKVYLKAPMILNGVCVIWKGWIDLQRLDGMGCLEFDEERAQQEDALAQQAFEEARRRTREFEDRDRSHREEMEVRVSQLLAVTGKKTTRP
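Proteins preincubated together for 20 min at RT before compound addition; 15 min later, nickel and streptavidin beads were added and left 90 min prior to AlphaScreen measurement.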
NPSR antagonist: blocks cAMP signaling of the human neuropeptide S receptor | CHO-NPSR cells, cAMP TR-FRET, antagonist mode | AID 1461 | 1% of 220,000 active | Q6W5P4 | Potency, µM (doses to about 38.3 µM), inactives show top-dose activity change, negative = inhibition, most hits filed as inhibitors; also: potency is read from the fitted curve at half-maximal effect; % is scaled to controls: 0 for no effect and ±100 for the full control effect; nearly all actives have a fitted effect of over 50% in size; many of its hits are not listed in these tables
Target sequence (Q6W5P4 whole entry, looked up): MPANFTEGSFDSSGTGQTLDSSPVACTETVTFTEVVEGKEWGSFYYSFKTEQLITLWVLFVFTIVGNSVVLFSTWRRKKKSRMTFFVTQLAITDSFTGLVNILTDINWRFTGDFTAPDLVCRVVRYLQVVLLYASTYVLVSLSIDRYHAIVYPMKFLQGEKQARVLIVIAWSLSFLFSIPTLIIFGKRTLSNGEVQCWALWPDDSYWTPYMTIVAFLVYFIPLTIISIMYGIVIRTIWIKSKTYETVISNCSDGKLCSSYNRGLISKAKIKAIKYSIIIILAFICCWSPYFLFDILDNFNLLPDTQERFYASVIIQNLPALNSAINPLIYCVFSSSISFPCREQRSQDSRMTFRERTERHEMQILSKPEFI
Lamin A splicing: changes lamin A minigene splicing in HeLa cells | Potency, µM (top dose mostly 46.1 µM), for the others: top-dose ratio change, negative = inhibition, usual class: inhibitors | 0.01% of 200,000 active | HeLa LMNA splicing GFP/RFP minigene ratio, 48 h; active = well fitted inhibition curve with a large enough effect in the signal ratio, with a control signal flat, not every such curve was filed as active; inconclusive = small, poorly fitted or top-dose-only effect, or effect the other way, or a change in a side signal; the % refers to the signal ratio; also: potency is read from the fitted curve at half-maximal effect; % is scaled to controls: 0 for no effect and ±100 for the full control effect
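Read-out is the ratio of GFP to DsRed2 object intensity, acquired by 488 nm laser-scanning cytometry on HeLa lamin A-EGFP minigene reporter cells. Compound incubation 48 hrs at 37 °C in Opti-MEM with 2% FBS; DMSO 0.5% final.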
Numbers without * were called inactive; ? = inconclusive; / = not tested or not shown; & = joins results of further samples; [ ] = another dose, or the depositor's remark. Unless noted, calls follow the shape of the dose curve; as a rule, active = well fitted curve in the direction sought with a large enough effect; inconclusive = small, poorly fitted or top-dose-only effect, or another doubt; inactive = no such curve, though single readings can be large; an effect the other way counts as inactive or inconclusive.

SMILES	Epigenetic reg	Luc counter	HttQ103 aggreg	IMPase Li inh	CBFb-RUNX1 inh	NPSR antagonist	Lamin A splicing
CC(C)c1[nH]nc2c1C(c1ccc(OC(=O)c3ccco3)cc1)C(C#N)=C(N)O2 (stereo not drawn)	0.9%	4.1%	2.1%	4.8%	7.6%	-7.5%[46.1 µM]	-13.4%
COc1cc(/C=C(\NC(C)=O)C(=O)O)cc(OC)c1OC	1.1%	/	14.2%[9.22 µM]	/	12.9%	-7.7%	?
CC(C)Cn1c(=O)oc2ccccc21	-4.7%	-2.5%	0.6%[9.22 µM]	4.2%	6.5%	-18.4%	4.2%[46 µM]
Cc1ccc(CC(=O)NCC(C)C)cc1	-1.1%	5.0%	8.9%	-1.6%[38.3 µM]	1.3%	-5.4%[46.1 µM]	-7.0%
COc1ccc(CNc2nc(-c3cccnc3)nn2S(C)(=O)=O)cc1	0.0%	-0.4%	-9.3%	30.2%[activator]	2.0%	9.8%	/
COC(=O)C1=C(C)NC(C)=C(C(=O)OCCCN2CCC(c3ccccc3)(c3ccccc3)CC2)[C@H]1c1cccc([N+](=O)[O-])c1	1.0%&1.1%	-7.1%&-1.5%	/	16.0%&27.0%	-13.3%&-8.9%[21.7 µM]	/	/
Cc1ccc(C(=O)OCC(=O)c2ccc[nH]2)s1	-5.3%	-3.6%	-20.4%	0.1%	8.0%	8.0%	/
Cc1ccc(S(=O)(=O)/N=C/N(C)C)cc1	-1.0%	-1.5%	-0.2%	-1.6%	-13.4%	18.3%	?
C=CCc1c(C)c(C#N)c2nc3ccccc3n2c1N1CCCCC1	-1.6%	/	-6.0%[9.22 µM]	/	6.4%	?	/
COC(=O)Nc1ccc(C)cc1NC(=O)OC	0.0%	-1.2%	-6.4%	-2.2%	14.0%	20.6%[46.1 µM]	-1.3%
c1ccc(Oc2ccc(-c3ccnc4ncnn34)cc2)cc1	2.3%	1.9%	2.4%[9.22 µM]	3.4%	-0.9%	-7.0%	/
O=Cc1cn(Cc2ccccc2)nc1-c1cccnc1	-0.9%	-1.7%	-20.0%	0.0%	-2.6%	18.8%	23.7%[46 µM]
COc1ccccc1C(=O)Nc1nnc(C)s1	-0.2%	-5.7%	12.7%	18.0%[38.3 µM]	-0.9%	-2.7%[46.1 µM]	-0.4%
CCCCc1cc2c(c(NC(=O)CC)n1)c(=O)oc1ccccc12	-1.0%	0.7%	?	9.1%[38.3 µM]	9.7%	-4.4%[46.1 µM]	4.4%
N#C/C(=N\Nc1ccc(Cl)cc1)C(=O)c1ccccc1	-2.3%	-5.3%	?	45.3%[activator][38.3 µM]	-29.6%	12.6µM*	?
CS(=O)(=O)N(CC(=O)NC1CCCCC1)c1cccc(F)c1	0.0%	-3.1%	5.2%	-2.1%	-1.3%	6.6%	/
COC(=O)c1sccc1NC(=S)NCc1ccc(Cl)cc1	0.0%	/	-31.0%[9.22 µM]	/	2.3%	-22.7%	/
NC(=O)/C(=C\c1ccncc1)c1cccc2ccccc12	0.1%	3.4%[7.66 µM]	-6.0%[9.22 µM]	2.5%	-11.7%	10.7%	/
CC(=O)c1cc(O)c2ccccc2c1O	1.0%	/	-12.3%[9.22 µM]	/	-12.1%	17.4%	/
Cc1ccc(S(=O)(=O)N(C)C)cc1NC(=O)c1cc(=O)[nH]c2ccccc12	-0.2%	/	-9.9%[9.22 µM]	3.6%	11.9%	-0.3%	/
COc1ccc(Nc2ccccc2N)cc1	?	-0.8%	12.6µM*	7.8%	-11.3%	-28.5%	?
COC(=O)c1ccc(C(NC(=O)OCc2ccccc2)/C(C)=C/[C@@H](C)C(=O)NC2CCCCC2)cc1 (stereo partly drawn)	0.4%	-2.2%	/	5.7%	7.5%	/	/
Cc1onc(-c2ccccc2)c1-c1nc2cc(Cl)ccc2c(=O)o1	-0.1%	/	-11.0%[9.22 µM]	/	3.0%	-16.5%	/
CSc1ccc(/C=N/NC(=O)CNc2cccc3ccccc23)cc1	0.0%	1.4%	3.7%	3.6%	-3.4%	-29.8%	-3.5%
CCOC(=O)c1c(-n2c(C)cc(C=O)c2C)sc2c1CCCC2	-1.1%	-1.9%	-14.0%	2.9%[38.3 µM]	-10.0%	?	0.7%
COc1ccc(-c2cc(C(F)(F)F)nc(N)n2)cc1	7.7%	3.9%	5.5%[9.22 µM]	-1.7%	3.3%	3.2%	/
CCOc1ccc(N2C(=O)CS/C2=C(\C(Cl)=C(Cl)Cl)[N+](=O)[O-])cc1	?	2.0%	?	5.6%[38.3 µM]	?	-16.1%[46.1 µM]	11.5%
C=CCN(CC=C)C(=S)Nc1ccc2nsnc2c1	0.0%	1.3%	-9.4%	-13.4%	-1.1%	-17.0%	-7.7%[9.22 µM]
CCOC(=O)N1CCN(C(=O)c2cc3c(-c4ccc(Cl)cc4)nn(C)c3s2)CC1	0.8%	1.0%	5.5%	11.5%[38.3 µM]	-7.2%	-25.5%[46.1 µM]	?
CC1CCN(CCCCOc2cccc(Br)c2)CC1	0.7%	2.8%	-3.1%	11.8%	-2.4%	3.3%	10.3%
Cc1nn(C)cc1S(=O)(=O)N1CCN(Cc2cccc(Cl)c2)CC1	0.8%	-8.1%	1.1%[9.22 µM]	7.2%	5.8%	-0.1%	19.1%[46 µM]
COc1ccc(-n2ncc3c(NCc4ccccn4)ncnc32)cc1	0.9%	-2.4%	14.7%	11.2%[38.3 µM]	-2.4%	-8.3%[46.1 µM]	10.4%
Nc1ccccc1SCc1ccccc1	0.0%	-2.5%	-7.6%	1.6%	3.1%	-2.8%	/
COc1ccc(C(=O)NCc2ccccc2OC)c(OC)c1	2.2%	-2.4%	?	-3.4%[38.3 µM]	-7.4%	-17.9%[46.1 µM]	-5.9%
O=C1COc2ccc(C(=O)c3ccccc3C(=O)O)cc2N1	2.6%	-4.7%	-10.2%	-6.1%	22.7%	8.5%	-4.7%
COc1cc([N+](=O)[O-])ccc1NC(=O)Oc1ccc(NC(C)=O)cc1	-1.0%	/	-18.5%[9.22 µM]	/	7.2%	-8.0%	/
CN(c1ccc(C(=O)O)cc1)S(=O)(=O)c1ccccc1	-0.7%	-0.6%	15.9%	-8.4%[38.3 µM]	-4.8%	1.9%[46.1 µM]	8.8%
CCOC(=O)N1CCC(NC(=O)c2cnn3c2NC(c2ccco2)CC3C(F)(F)F)CC1 (stereo not drawn)	-0.7%	0.0%	-10.5%	-9.0%[38.3 µM]	-2.7%	?	?
Cn1c(=O)c2[nH]c(N3CCOCC3)nc2n(-c2ccccc2)c1=O	-1.0%	2.6%	5.8%	6.8%[38.3 µM]	-0.9%	-4.2%[46.1 µM]	12.9%
CCN1CCN(c2cc(C)c3cc(NC(=S)N4CCN(c5ccccc5F)CC4)ccc3n2)CC1	3.2%	1.1%	?	9.3%	-9.1%	-29.0%	/
CCOc1ccc(S(=O)(=O)Nc2ccc(Cl)cn2)c(C)c1C	0.0%	0.8%	?	19.2%[38.3 µM]	-4.1%	-6.9%[46.1 µM]	?
Fc1ccc(-n2nnc(-c3ccnc4ccccc34)n2)cc1	-2.9%	/	-2.7%[9.22 µM]	22.6%	17.2%	7.5%	/
CCN1CCN(C(=O)c2ccccc2N(Cc2ccccc2)S(=O)(=O)c2ccc(OC)cc2)CC1	-0.3%	/	-8.3%[9.22 µM]	/	-1.1%	-29.2%	/
Cn1c(=O)oc2cc(S(=O)(=O)NCCCN3CCCC3=O)ccc21	3.8%	5.2%	7.4%	-12.5%[38.3 µM]	-2.2%	17.8%[46.1 µM]	6.8%
O=C1NC(c2ccco2)Nc2sc3c(c21)CCN(Cc1ccccc1)C3 (stereo not drawn)	0.0%	-0.5%	-24.4%	10.6%[38.3 µM]	4.4%	-8.9%[46.1 µM]	14.8%

Compounds shown so far that contain a COOH group, in the order listed:
SMILES	Epigenetic reg	Luc counter	HttQ103 aggreg	IMPase Li inh	CBFb-RUNX1 inh	NPSR antagonist	Lamin A splicing
COc1cc(/C=C(\NC(C)=O)C(=O)O)cc(OC)c1OC	1.1%	/	14.2%[9.22 µM]	/	12.9%	-7.7%	?
O=C1COc2ccc(C(=O)c3ccccc3C(=O)O)cc2N1	2.6%	-4.7%	-10.2%	-6.1%	22.7%	8.5%	-4.7%
CN(c1ccc(C(=O)O)cc1)S(=O)(=O)c1ccccc1	-0.7%	-0.6%	15.9%	-8.4%[38.3 µM]	-4.8%	1.9%[46.1 µM]	8.8%

Reformatted: entries from further up
structure | Epigenetic reg | Luc counter | HttQ103 aggreg | IMPase Li inh | CBFb-RUNX1 inh | NPSR antagonist | Lamin A splicing
Cc1nn(C)cc1S(=O)(=O)N1CCN(Cc2cccc(Cl)c2)CC1 | 0.8% | -8.1% | 1.1%[9.22 µM] | 7.2% | 5.8% | -0.1% | 19.1%[46 µM]
CN(c1ccc(C(=O)O)cc1)S(=O)(=O)c1ccccc1 | -0.7% | -0.6% | 15.9% | -8.4%[38.3 µM] | -4.8% | 1.9%[46.1 µM] | 8.8%
O=C1COc2ccc(C(=O)c3ccccc3C(=O)O)cc2N1 | 2.6% | -4.7% | -10.2% | -6.1% | 22.7% | 8.5% | -4.7%
Nc1ccccc1SCc1ccccc1 | 0.0% | -2.5% | -7.6% | 1.6% | 3.1% | -2.8% | /

(listing goes on)
SMILES	Epigenetic reg	Luc counter	HttQ103 aggreg	IMPase Li inh	CBFb-RUNX1 inh	NPSR antagonist	Lamin A splicing
c1ccc(-c2oc3ncnc(NCCN4CCOCC4)c3c2-c2ccccc2)cc1	1.3%	0.5%	?	49.1%[activator][38.3 µM]	14.7%	?	-7.3%
N#CCCCCN1c2cccc3cccc(c23)S1(=O)=O	-1.9%	-5.3%	-20.7%	13.5%[38.3 µM]	4.3%	-13.0%[46.1 µM]	-7.9%
O=c1c(C=Nc2ccc(Cl)cc2)c[nH]n1-c1cccc(Cl)n1	-1.1%	-3.2%	0.5%	-6.8%[38.3 µM]	5.5%	-4.4%[46.1 µM]	6.4%
COc1cc2cc3c(N)c(C(=O)NCc4ccco4)sc3nc2cc1OC	-7.0%	/	31.5%	/	3.1%	-29.7%[46.1 µM]	?
N#C/C(=C\c1ccc(OCc2ccccc2)cc1)C(N)=O	-0.3%	/	0.9%	-6.1%	4.9%	13.1%	/
COc1c(O)ccc(C2NC(=O)NC(C)=C2C(=O)Nc2ccccc2C)c1[N+](=O)[O-] (stereo not drawn)	-1.3%	/	-4.1%	-5.6%	-9.7%	2.2%	/
NS(=O)(=O)c1ccc(CCNC(=O)CSc2nc3ccsc3c(=O)n2C2CC2)cc1	2.0%	1.1%	-8.3%	-3.0%	2.0%	20.6%	-15.8%
CC(=O)Nc1ccc2c(c1)N(C(C)=O)c1ccccc1CC2	-0.1%	-2.8%	6.5%[9.22 µM]	14.0%	?	51.7%	7.6%[46 µM]

The list is partial; rates above refer to the full screens.
